PPARg SRC-2 ag: agonists of SRC-2 recruitment by human PPARgamma. P37231. PPARgamma LBD-SRC-2 recruitment, biochemical. activation, % at 8 µM. 200,000 compounds, 0.34% hits. AID 1032; in the data active = activation above about 22%;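 also: 0% = vehicle and 100% = reference agonist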
ROMK primary: modulates human ROMK potassium channel activity | P48048 | 130,000 compounds, 2% hits | B-score at 10 µM | Tet-inducible ROMK, thallium flux fluorescence; actives lie on both sides;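 active = signal ratio slope over the read window, or its plate-corrected B-score, at least 3 SD from the plate mean, either direction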;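 also: B-score of the F/F0 ratio slope over 7 to 12 s after thallium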
Target sequence (P48048 whole entry, looked up): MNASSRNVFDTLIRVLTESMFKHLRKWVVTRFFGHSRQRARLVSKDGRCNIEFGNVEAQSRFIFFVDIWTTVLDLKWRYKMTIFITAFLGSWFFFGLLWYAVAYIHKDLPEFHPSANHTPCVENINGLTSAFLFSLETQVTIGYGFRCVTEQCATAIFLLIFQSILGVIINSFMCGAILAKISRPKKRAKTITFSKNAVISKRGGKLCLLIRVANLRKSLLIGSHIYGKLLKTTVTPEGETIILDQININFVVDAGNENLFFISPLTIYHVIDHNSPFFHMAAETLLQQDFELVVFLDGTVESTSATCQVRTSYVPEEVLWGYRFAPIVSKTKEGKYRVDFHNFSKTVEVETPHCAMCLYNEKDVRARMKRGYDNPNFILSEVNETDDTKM
PPARg SRC-3 ag: promotes SRC-3 coactivator recruitment by human PPARgamma; P37231; biochemical PPARgamma/SRC-3 coactivator recruitment assay; activation, % at 8 µM; 200,000 compounds, 0.26% hits; in the data active = activation above about 23%;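 also: 0% = DMSO and 100% = reference agonist; some compounds past the cut are filed as inactive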
RAM network inh: inhibitors of the yeast RAM network; AID 868; 190,000 compounds, 1.8% hits; inhibition, % at 50 µM; S. cerevisiae dse1pr::URA3 reporter, 5-FOA growth OD615, 2 d; analog-sensitive cbk1-as2 kinase mutant strain;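 active = inhibition above a set limit, 3 SD over mean compound inhibition, cut at about 8.4% in these data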;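 also: 0% = DMSO-only wells with no growth and 100% = 10 µM 1-NA-PP1 full growth; inhibition rescues growth on 5-FOA so higher OD means more RAM inhibition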
Efa HMGR inh: inhibitors of class II HMG-CoA reductase from Enterococcus faecalis; purified E. faecalis HMGR, NADPH absorbance 340 nm kinetic; inhibition, % at 10 µM; 190,000 compounds, 0.41% hits; AID 1066;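 active = inhibition above a set limit, the median over all tested compounds plus 3 SD, cut at about 9.5% in these data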;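 also: enzyme runs in reverse so mevalonate oxidation gives rising NADPH absorbance; 0% = complete reaction with DMSO and 100% = background rate lacking mevalonate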
L major viab: Leishmania major promastigote growth inhibition. Leishmania major promastigotes, resazurin fluorescence viability. inhibition, % at 10 µM. 200,000 compounds, 9% hits. AID 1063; in the data active = inhibition above about 50%;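 also: promastigotes grown with compound for 44 hours at 28 °C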
TR-FRET SRC-2 ct: flags TR-FRET format artefacts in PPARgamma SRC-2 recruitment agonist screen; TR-FRET artefact counter-screen; stronger effect = higher value; TR-FRET ratio at 8 µM; 200,000 compounds, 0.4% hits; AID 1049; in the data active = TR-FRET ratio above about 2000; also: inactives centre near 1500
S1P3 antagonist: antagonists of human S1P3 receptor | inhibition, % at 4.98 µM | AID 485 | CHO S1P3 NFAT-BLA reporter, FRET fluorescence, antagonist mode | Q99500 | 170,000 compounds, 0.27% hits;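 active = inhibition above the plate cutoff, the mean inhibition of test wells on that plate plus 3 SD, cut at about 28% in these data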;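 also: cells challenged with S1P at its EC80 of 0.8 µM; blue over green emission ratio from cleaved BLA substrate after 4 h stimulation; 0% = S1P-stimulated wells and 100% = unstimulated DMSO-only wells; some compounds past the cut are filed as inactive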
Target sequence (Q99500 whole entry, looked up): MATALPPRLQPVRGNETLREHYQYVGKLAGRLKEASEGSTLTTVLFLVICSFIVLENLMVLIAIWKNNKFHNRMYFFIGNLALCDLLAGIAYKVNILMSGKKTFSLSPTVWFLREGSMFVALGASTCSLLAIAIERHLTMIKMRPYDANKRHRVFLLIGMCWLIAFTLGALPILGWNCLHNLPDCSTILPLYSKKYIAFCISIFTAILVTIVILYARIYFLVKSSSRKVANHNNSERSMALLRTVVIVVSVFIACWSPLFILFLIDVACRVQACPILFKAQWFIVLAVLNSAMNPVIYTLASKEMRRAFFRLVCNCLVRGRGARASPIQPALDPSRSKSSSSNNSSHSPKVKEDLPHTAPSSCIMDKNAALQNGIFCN
DTT redox prof: compounds producing H2O2 with reducing agent – biochemical, NIH compound library profiling, artefact control for MLSCN library redox annotation, primary screen; DTT-dependent redox cycling H2O2, phenol red/HRP absorbance; 100% = 100 µM peroxide control, 0% = buffer; activation, % at 10 µM; 200,000 compounds, 0.03% hits;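 active = activation of at least 50% relative to the plate's high and low controls in the primary single-dose screen; inactive = activation below 50%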;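 also: compound incubated with DTT at 0.8 mM final as the reducing agent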
bIAP inh: intestinal alkaline phosphatase (bovine) inhibition; purified bovine IAP, CDP-star luminescence, 30 min; inhibition, % at 20 µM; 190,000 tested, under 10 active;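 active = over 50% inhibition of intestinal alkaline phosphatase at 20 µM in the single-dose screen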
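test system = bovine IAP enzyme | medium = DEA buffer 100 mM, pH 9.8, with MgCl2 1.0 mM, ZnCl2 0.02 mM | detection = luminescence | dosing = single compound dose of 20 µM, 2% DMSO final | incubation = 30 min reaction at room temperature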
PPARg SRC-1 ag: PPARgamma-driven SRC-1 recruitment agonism. P37231. PPARgamma-SRC-1 coactivator recruitment biochemical assay. activation, % at 8 µM. AID 631. 200,000 compounds, 0.41% hits; in the data active = activation above about 19%;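 also: 0% = DMSO and 100% = reference agonist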
Active calls of the source: *; nt = no result given.

SMILES	PPARg SRC-2 ag	ROMK primary	PPARg SRC-3 ag	RAM network inh	Efa HMGR inh	L major viab	TR-FRET SRC-2 ct	S1P3 antagonist	DTT redox prof	bIAP inh	PPARg SRC-1 ag
CNC(=S)Nc1cccc2[nH]ncc12	-11.0	nt	-5.6	1.5	-1.6	-3.8	1327	nt	4.2	19.7	-5.7
COC(=O)COc1ccc(S(=O)(=O)N2CCc3ccccc3C2)cc1C	3.4	-1.71	-7.3	6.9	-2.9	-8.9	1215	nt	0.4	5.5	-3.5
COc1ccc(N2CC(C(=O)NC3CC(C)(C)NC(C)(C)C3)CC2=O)cc1 (stereo not drawn)	8.2	nt	3.4	1.9	-4.5	-2.8	1626	-9.0	-0.7	-12.5	8.1
CCOc1ccc(C(=O)Nc2cc(OC)ccc2OC)cc1	10.0	-0.534	6.9	0.1	-3.0	1.0	1584	17.5	-8.6	16.1	11.7
CCCN1C(=O)/C(=C/c2ccncc2)SC1=S	-9.7	-2.84*	-2.1	0.5	-1.0	-1.3	1601	-7.2	-0.2	-14.0	-5.9
CCc1c(C(=O)NNC(=S)NCc2ccccc2)csc1C	-0.7	nt	0.8	0.8	-1.4	25.1	1440	-2.3	-0.5	-0.9	4.1
COC(=O)c1cnn(-c2nc3c(C)cccc3s2)c1C	-1.4	-0.113	-9.9	4.9	-2.7	-3.5	1578	nt	-1.7	16.5	60.8*
CCC(=O)Nc1ccc(C(=O)NNC(=O)c2cc(OC)c(OC)c(OC)c2)cc1	-0.9	0.973	10.4	0.4	3.9	-3.3	1639	-16.9	-0.2	-7.8	4.2
CC(=O)Nc1ccc(S(=O)(=O)N2CCN(c3ccc(C)c(Cl)c3)CC2)cc1	-6.5	nt	5.8	0.3	1.4	-7.2	1535	32.9	-1.1	-5.5	3.0
O=C(Cn1ccc([N+](=O)[O-])n1)NCCc1c[nH]c2ccccc12	-4.0	0.225	-2.0	1.4	-2.3	45.6	1590	-1.9	5.9	-7.1	0.8
COc1cc(SC)ccc1C(=O)Nc1ccncc1	-7.5	0.00124	1.3	1.0	0.3	28.8	1469	1.7	-0.3	-9.0	0.6
O=c1[nH]c2ccccc2nc1/C=C/c1ccc(F)cc1	5.3	-0.574	1.4	3.0	-9.7	-6.1	1519	-19.0	10.8	-9.2	3.4
CC(=O)c1ccc(NC2CC(O)C(O)CO2)cc1 (stereo not drawn)	3.1	0.159	10.8	0.8	0.0	0.3	1294	-18.8	-0.3	-0.1	-5.3
CCn1c(C)nc2cc(C(=O)N/N=C/c3ccccc3C)ccc21	-5.6	0.138	4.7	0.1	-8.0	-3.8	1362	0.1	0.1	-9.8	-7.4
C/C(=N\NC(=O)c1cc(-c2ccco2)nc2ccccc12)c1cccnc1	-6.9	0.0189	2.8	1.0	0.3	1.7	1389	-11.5	0.5	-16.7	7.0
CN(CCO)c1ncnc2nc[nH]c12	-0.7	nt	0.3	0.7	0.7	-5.6	1432	1.9	-0.3	5.9	-4.7
COC(=O)c1ccc(-n2cc(-c3ccc(OC)cc3)[nH]c2=S)cc1	15.2	-0.0692	4.7	1.6	-3.8	-10.3	1708	-17.8	-1.1	12.4	4.5
Cc1cc(OCC(=O)N(C(C)C)C(C)C)ccc1Cl	2.0	nt	-0.2	2.1	3.3	-0.4	1452	-6.0	0.0	-25.1	-0.3
Cc1ccc2cc(CNC(C)C)c(=O)[nH]c2c1	-8.9	0.561	-5.6	2.0	0.3	0.9	1670	nt	2.3	-1.0	2.6
O=C(NCc1cccnc1)C(C(=O)c1ccc(F)cc1)n1ccccc1=O (stereo not drawn)	0.4	nt	-2.3	0.9	-0.1	-4.5	1427	18.6	3.0	8.3	-0.4
CC(Oc1ccc(Cl)cc1Cl)c1nc(-c2ccc(NC(=O)c3cccnc3)cc2)no1 (stereo not drawn)	-0.2	0.0379	-1.2	3.4	-4.4	95.2*	1652	39.9	-0.1	19.8	4.3
Cc1ccc2oc(-c3ccccc3)c(C(=O)O)c(=O)c2c1	0.9	nt	7.7	-1.2	-7.2	-1.8	1275	nt	1.6	-1.5	3.0
C=CCn1c(=O)[nH]c2cc(C(=O)N3CCN(c4cccc(Cl)c4)CC3)ccc2c1=O	6.2	nt	2.0	4.0	-0.7	0.7	1697	nt	-1.9	0.0	6.1
CNS(=O)(=O)c1cccc(C(=O)OCC(=O)c2cc(C)n(-c3ccc4c(c3)OCO4)c2C)c1	-0.7	0.197	-12.3	3.8	-1.3	20.1	1439	nt	0.4	1.3	-3.5
O=C(CCN1C(=O)c2ccc([N+](=O)[O-])cc2C1=O)Nc1nccs1	6.2	-0.648	1.9	4.2	-0.1	-4.9	1634	-1.8	3.6	-10.4	2.6
Cc1ccc(S(=O)(=O)NNC(=O)Cc2cccn2C)cc1	4.0	0.154	-0.1	0.2	-4.1	-9.2	1704	0.3	10.6	-11.3	5.3
CC(C)Cc1nnc(NC(=O)Cc2ccccc2[N+](=O)[O-])s1	-4.5	0.354	4.5	2.3	-2.3	42.2	1584	-4.0	0.0	21.1	-1.4
Cc1ccc(NC(=O)CCCSc2ccccc2)cc1S(=O)(=O)N1CCOCC1	-9.0	-1.71	-1.1	8.9*	-1.8	46.1	1290	-13.8	-0.8	10.5	-6.0
CN1CCCC(C(=O)C(C#N)c2ccccc2)C1 (stereo not drawn)	-2.3	0.0389	3.9	0.6	-3.8	-2.3	1647	-31.2	2.0	12.8	1.4
Cc1ccc2[nH]c(=O)c(CN(CCO)Cc3nnnn3CCc3ccccc3)cc2c1	-11.2	-0.0323	-5.8	-1.3	-4.1	1.7	1398	5.3	0.5	7.0	1.4
CCN(Cc1ccccc1)S(=O)(=O)c1ccc(C(=O)N2CCN(c3nc4ccccc4s3)CC2)cc1	10.8	-0.213	4.9	4.6	1.1	17.8	1643	-2.9	1.1	-0.2	4.3
c1ccc(CNC2=NCCC2)nc1	11.8	nt	9.6	6.1	3.7	-1.6	1419	-1.2	0.9	0.8	-2.8
CN(C)S(=O)(=O)c1ccc(NC(=O)COc2ncnc3c2cnn3-c2ccccc2)cc1	-7.0	nt	-7.8	2.4	-5.0	4.0	1259	-23.7	0.5	48.4	-0.8
O=[N+]([O-])c1cc(Cl)ccc1N1CCN(c2cccc(C(F)(F)F)c2)CC1	3.5	nt	-3.7	1.5	2.1	-3.9	1522	-27.3	1.8	nt	7.2
COC(=O)c1c(NC(=O)CSc2nnnn2-c2ccccc2)sc2c1CCC(C(C)(C)C)C2 (stereo not drawn)	-3.4	0.00357	-8.9	3.5	1.4	0.9	1440	nt	-1.5	-0.5	-5.0
CN(c1ccccc1)c1nc(N2CCCC2)nc(-n2ccnc2)n1	1.2	-0.424	-1.7	-1.5	-1.9	95.0*	1620	-27.5	-5.5	1.6	11.2
Cc1c(NC(=O)C(C)OC(=O)c2cccc([N+](=O)[O-])c2)c(=O)n(-c2ccccc2)n1C (stereo not drawn)	13.4	-0.0228	-0.1	-0.9	-4.5	-0.8	1638	-12.1	-0.5	2.8	13.6
O=C(CCC(=O)Nc1ccc(F)cc1)N/N=C/c1ccccc1O	11.1	-0.646	4.8	1.0	-6.0	13.3	1701	2.2	-2.0	-27.5	13.0
Cn1nnc2cc(C(=O)N3CCN(c4ccccc4)CC3)ccc21	0.1	0.446	-3.5	0.7	1.9	-5.2	1428	-16.2	0.6	-1.2	-4.3
CCOc1cc2[nH]c(=S)n(CC3CCCO3)c(=O)c2cc1OCC (stereo not drawn)	0.1	nt	-4.5	0.3	-9.0	6.7	1424	nt	2.8	-2.3	-4.5
Cn1c(Cn2c(=O)sc3ccccc32)nnc1SCC(=O)NC1CCCCC1	-0.5	nt	1.2	4.4	-9.4	-7.7	1471	1.6	-0.8	9.0	8.0
CC(C(=O)NC1CCCC1)N1CCN(Cc2ccccc2)CC1 (stereo not drawn)	-1.1	-0.446	6.1	-0.4	3.9	72.5*	1566	10.4	0.8	-9.7	14.2
Cc1cccc(NC(=O)Cn2c(/C=C/c3ccccc3)nc3ccccc32)c1	4.7	nt	9.8	1.1	-11.0	43.2	1552	-17.2	0.8	14.2	6.9
Cc1cccc(C2NS(=O)(=O)N=C2N)c1 (stereo not drawn)	9.2	0.338	4.4	1.8	1.9	-3.4	1667	nt	0.1	-2.4	6.5
Cc1ccc(SC(c2ccc(C)cc2)C(Cn2cncn2)C(=O)c2ccccc2)cc1 (stereo not drawn)	5.8	nt	-2.4	11.4*	-3.2	3.4	1544	nt	-0.3	5.4	9.2
NC(=O)NC(CC(=O)OCC(=O)NC(=O)NCc1ccco1)c1ccc(Cl)cc1 (stereo not drawn)	6.1	-0.173	7.3	1.2	-5.1	-4.4	1448	23.1	-1.4	0.0	2.2
CC12CCC(C(=O)N(c3ccccc3Cl)C1=O)C2(C)C (stereo not drawn)	-2.3	0.479	4.8	2.3	-1.2	-1.7	1649	-8.4	-0.4	13.7	3.5
O=S(Cc1ccc(Br)cc1)Cc1nnc(SCc2ccc(Cl)cc2)n1-c1ccccc1 (stereo not drawn)	8.1	nt	9.6	2.3	-0.8	1.4	1435	nt	1.8	-4.0	2.3
O=C(NNc1nc2cc3c(cc2s1)OCCO3)c1ccc(F)cc1	0.4	-0.0364	3.9	4.6	0.8	-6.1	1505	-27.0	0.1	-46.0	-1.9
COC(=O)CSc1cc(C(F)(F)F)nc(-c2ccccn2)n1	8.7	nt	13.7	-0.1	2.8	-3.8	1635	nt	-0.8	-6.4	9.0
CCOC(=O)c1cc(CC)sc1NC(=O)c1ccc2c(c1)OCCO2	16.2	-0.356	3.9	6.3	0.3	0.3	1822	nt	-0.3	7.3	3.5
S=C(Nc1ccccn1)c1ccccn1	-4.5	-0.0387	-0.4	0.6	-6.5	98.4*	1652	7.5	1.6	-62.9	3.5
OC(c1ccccc1)(c1ccc(F)cc1)C(c1ccccc1)N1CCOCC1 (stereo not drawn)	-1.3	nt	-8.8	0.3	0.5	12.3	1508	nt	2.0	-0.7	-5.8
O=C1N(Cc2ccc(F)cc2Cl)c2ccccc2C12OCCCO2	8.3	-0.271	5.2	3.2	-0.8	11.3	1531	nt	0.0	4.5	4.6
COc1ccc2cc(CN(C(=O)Nc3ccccc3)C3CCCC3)c(=O)[nH]c2c1	0.3	nt	-0.1	2.0	2.8	21.0	1442	10.2	-2.8	-5.1	3.2
Cc1c(/C=N\NC(=O)C2COc3ccc(C(C)(C)C)cc3O2)c2ccccc2n1C (stereo not drawn)	-1.4	nt	-2.2	3.0	1.2	10.4	1498	10.9	0.3	-10.6	-2.6
